# Source: PubChem BioAssay
# CAL PDZ FP-1 – blocks peptide binding to the human CAL PDZ domain. inhibition, % at 24.9 µM. Q9HD26. AID 602252. 300,000 compounds, 0.92% hits. purified CAL PDZ, TMR-peptide fluorescence polarization, 1 h;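 active = mean inhibition of at least 30% with at least half of replicates also reaching 30%; inconclusive = no clear call, values can overlap the other calls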;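 note: 0% = DMSO neutral control and 100% = excess unlabeled competitor peptide PRC23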
# Cardiac RTF inh – cardiac RTF calcium desensitization; IANBD-labeled cardiac RTF, Ca2+ fluorescence; inhibition, % at 7.15 µM; 340,000 compounds, 0.12% hits;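 active = inhibition above the mean inhibition of all tested compounds plus 3 SD, cut at about 17% in these data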;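 note: assay run at fixed EC70 calcium of 1.6 mM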
# Rtt109 HAT inh – blocks Candida albicans Rtt109/Vps75 acetyltransferase activity | Q5AAJ8 | purified Rtt109/Vps75, ThioGlo CoA-SH fluorescence, 4 h | inhibition, % at 34.9 µM | 330,000 compounds, 0.16% hits | AID 540336;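 active = inhibition of at least 50% in every replicate; inconclusive = best replicate reaches 50% inhibition but some replicates fall short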
# Target sequence (Q5AAJ8 whole entry, looked up): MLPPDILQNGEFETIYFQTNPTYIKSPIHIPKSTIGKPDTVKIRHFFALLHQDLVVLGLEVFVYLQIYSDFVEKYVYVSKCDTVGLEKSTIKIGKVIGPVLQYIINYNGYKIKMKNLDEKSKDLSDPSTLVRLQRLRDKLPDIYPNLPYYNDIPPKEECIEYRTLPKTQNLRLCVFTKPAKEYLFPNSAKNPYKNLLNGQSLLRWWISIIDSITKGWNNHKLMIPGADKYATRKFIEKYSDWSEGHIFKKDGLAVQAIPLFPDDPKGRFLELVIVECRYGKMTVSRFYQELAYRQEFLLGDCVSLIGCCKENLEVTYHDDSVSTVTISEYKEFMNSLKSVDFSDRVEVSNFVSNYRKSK
# C-LANA FP – KSHV C-LANA DNA binding inhibition; MBP-C-LANA/FAM-LBS DNA binding, fluorescence polarization; inhibition, % at 9 µM; 340,000 compounds, 0.078% hits; AID 504423;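 active = highest replicate inhibition at or above 60% at 9 µM, even if other replicates fall short; inactive = all replicates below 60% inhibition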;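 note: 0% = neutral control wells and 100% = 4 µM acridine orange control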
# RTF Ca sens act – increases calcium sensitivity of human cardiac regulated thin filaments | IANBD-labeled TnC RTF fluorescence at EC20 calcium; 0% EC20 calcium, 100% full calcium | AID 493008 | 340,000 compounds, 0.24% hits | activation, % at 7.2 µM;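 active = activation above the mean over all tested compounds plus 3 SD, cut at about 30% in these data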;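 note: rise in fluorescence read as greater calcium sensitivity of cardiac thin filaments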
# Keap1-Nrf2 PPI – disrupts human Keap1 binding to Nrf2 peptide. inhibition, % at 9.4 µM. Keap1 Kelch-Nrf2 peptide fluorescence polarization, 1536-well. 340,000 compounds, 0.15% hits; in the data active = inhibition above about 12%; inconclusive = no clear call, values can overlap the other calls; inactive = below about 7.3%;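 note: human Keap1 Kelch domain with fluorescein labeled Nrf2 9mer peptide probe; 0% = neutral control wells and 100% = peptide positive control; higher means more block of Keap1 binding to Nrf2 peptide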
# CAL PDZ FP-2 – blocks peptide binding to human CAL PDZ domain. Q9HD26. purified CAL PDZ, TMR-peptide fluorescence polarization, 1 h. inhibition, % at 20 µM. 330,000 compounds, 0.02% hits. AID 504414;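 active = highest replicate inhibition of at least 40%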;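 note: plate controls were DMSO neutral control wells for no effect and unlabeled competitor peptide control wells for full effect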
#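 Material: tagged CAL PDZ protein CerCALP, purified; buffer or medium: sodium phosphate/NaCl buffer pH 7.4 with TCEP, IgG, Thesit; also added: fluorescent TMR peptide probe; schedule: 1 h incubation at room temperature before polarization reading; technique: fluorescence polarization from S- and P-plane intensities, G-factor corrected; control set: unlabelled peptide and DMSO controls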
# DAGLB inh – diacylglycerol lipase beta (human) inhibition. AID 504411. inhibition, % at 5.17 µM. Q8NCG7. 340,000 compounds, 0.059% hits. HEK293T DAGLB membrane lysate, EnzChek fluorogenic substrate; in the data active = inhibition above about 34%;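 note: 0% = enzyme with vehicle and 100% = wells lacking enzyme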
# PKA-R2B activ – activates the human PKA-R2B holoenzyme complex; activation, % at 11.4 µM; PKA-R2B holoenzyme dissociation, Cy5-IP20 fluorescence polarization; R2B truncated from residue 108, S112A mutant; 0% DMSO only, 100% 113 µM cGMP; 340,000 compounds, 0.079% hits; P22694+P31323;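 active = activation above a cutoff set at the mean over all compounds plus 3 SD, cut at about 18% in these data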;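 note: higher means more holoenzyme dissociation and a rise in polarization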
# Target sequence (P31323 whole entry, looked up, other chains not shown, the tested form may be a part): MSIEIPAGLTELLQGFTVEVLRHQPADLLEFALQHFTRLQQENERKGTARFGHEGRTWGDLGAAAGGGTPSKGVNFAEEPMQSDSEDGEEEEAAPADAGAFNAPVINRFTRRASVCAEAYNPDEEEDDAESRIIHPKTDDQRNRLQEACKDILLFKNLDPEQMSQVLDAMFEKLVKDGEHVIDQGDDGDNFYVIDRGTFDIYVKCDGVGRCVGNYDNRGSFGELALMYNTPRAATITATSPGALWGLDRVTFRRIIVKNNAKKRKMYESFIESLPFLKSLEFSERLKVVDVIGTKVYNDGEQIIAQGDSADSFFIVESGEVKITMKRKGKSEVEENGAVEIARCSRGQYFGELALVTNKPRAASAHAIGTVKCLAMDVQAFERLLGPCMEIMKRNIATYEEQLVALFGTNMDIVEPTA
# SR-BI uptake up – enhances SR-BI lipid uptake from DiI-HDL; CHO ldlA[mSR-BI] cells, DiI-HDL uptake fluorescence, 3 h; 100 = double the neutral-control signal; activation, % at 12.5 µM; 320,000 compounds, 0.096% hits; AID 504775;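 active = mean replicate activation of at least 60% and every replicate at or above 60%; inconclusive = mean or all-replicate condition met, but not both; inactive = mean below 60% and not all replicates reaching 60%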;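 note: 0% = median plate neutral-control signal and 100% = twice that signal; values of inactives mirror those of a sister screen read the other way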
#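 system = CHO ldlA[mSR-BI] cells, LDL receptor-null, SR-BI overexpressing | medium = Ham's F12 with 0.5% BSA, HEPES 25 mM, pH 7.4 | probe or stimulus = DiI-HDL 10 µg/mL | compound dosing = single-point compound dose | incubation = compound exposure 3 h, 37 °C | technique = DiI fluorescence, bottom read | read-out = cell-associated DiI fluorescence as measure of HDL uptake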
# Starred values were filed as active, the others as inactive; ? = inconclusive; nt = no result given.
No.	SMILES	Cardiac RTF inh	PKA-R2B activ	CAL PDZ FP-2	C-LANA FP	Rtt109 HAT inh	CAL PDZ FP-1	SR-BI uptake up	Keap1-Nrf2 PPI	DAGLB inh	RTF Ca sens act
1	Cc1nc2nc(CSc3nc4ccccc4s3)cc(=O)n2[nH]1	3	1	-1.4	-1.0	6	-7	1	1	7	-5
2	Cc1nn(-c2ccccc2)c(C)c1/C=C/C(=O)OCC(=O)NC1CCS(=O)(=O)C1 (stereo not drawn)	4	-1	-2.7	0.3	17	-2	-14	-4	-2	6
3	CCOC(=O)c1c2c(c(=S)n(-c3ccccc3)c1N)CCC2	-56	-4	-2.1	0.7	-1	-1	-29	0	2	4
4	Cc1cc(C)nc(SCC(=O)NN=C2CCCC2)n1	-3	-6	-11	-1.0	5	0	-5	-1	2	7
5	O=C(NCc1ccccc1)c1ccc(=O)oc1	-2	0	0.5	-0.8	2	0	8	6	-5	0
6	COC(=O)c1c(NC(C)=O)sc(C(=O)N2CCOCC2)c1C	-26	-5	-0.4	-1.0	-3	nt	nt	-2	-3	-2
7	COc1cccc(COC(=O)C2CC(=O)N(Cc3ccco3)C2)c1OC (stereo not drawn)	9	-10	-1.6	-3.1	11	-4	16	-2	2	-3
8	COc1ccc(CCC(=O)Nc2ccc(-c3noc(-c4ccc(OC)c(OC)c4)n3)cc2)cc1	4	-2	-0.2	0.6	2	-8	-101	-5	-2	4
9	Cn1c(SCc2ccccc2)nc(C(F)(F)F)cc1=O	-9	2	-1.1	1.0	1	-2	9	0	-2	7
10	COc1ccc(S(=O)(=O)N2CCN(Cc3cc(OC)c(OC)c(OC)c3)CC2)cc1	8	-1	0.2	-0.9	0	-1	16	-1	-5	-8
11	Cc1oc(-c2ccccc2Cl)nc1Cn1cccc1C1=NC(c2ccccc2)CO1 (stereo not drawn)	7	5	-0.3	-0.7	-1	1	-2	-4	-13	-6
12	Cc1cc2c(N=NC(=O)CCc3ccccc3)c(O)[nH]c2cc1Br	-25	0	0.0	-1.0	0	-2	5	1	-1	-5
13	O=C(CCCn1nnc(-c2cccnc2)n1)c1ccc(F)cc1	-1	-5	-1.1	0.1	-18	4	0	2	1	-5
14	CCc1ccccc1NC(=O)N1C2CCCC1CC(NC(=O)C(C)(C)C)C2 (stereo not drawn)	-16	-10	-2.1	0.3	-10	-2	-19	-1	1	5
15	O=C(Nc1ccc(C(F)(F)F)cc1)C1(c2ccccc2)CC1	-17	0	-2.9	-0.1	2	-3	5	1	-6	0
16	COCCN(Cc1cc2cccc(C)c2[nH]c1=O)C(=O)c1ccccc1	-9	5	nt	1.8	-3	-4	15	3	-7	0
17	O=C(O)c1ccc2c(=O)n3c(nc2c1)/C(=C/c1ccccc1Br)CC3	2	-11	-3.5	0.8	-8	-2	18	6	1	1
18	CCC(=O)Nc1ccc(N2CCN(C(=O)c3ccccc3C)CC2)cc1	-2	-3	-0.1	1.2	20	-5	-31	-1	1	-9
19	O=C(CCc1nc(-c2ccccc2Cl)no1)NC1CCCCC1	-1	-5	-2.5	-1.1	-9	0	nt	2	-2	4
20	COc1ccc(-c2cnn3cc(-c4cccc(Cl)c4)cnc23)cc1	-3	-11	0.0	-0.3	-16	-7	nt	-1	1	1
21	NC(=O)C1CCCN(C(=O)c2ccc(NC(=O)c3cccs3)cc2)C1 (stereo not drawn)	-7	-4	0.7	-0.8	-10	nt	-3	2	0	4
22	COc1ccc(CCNC(=O)Cc2ccsc2)cc1	1	-1	-2.0	0.0	-2	37*	12	4	-1	-1
23	O=C(OCc1ccccc1)N(CCF)c1cn(Cc2ccccc2)c(=O)n(Cc2ccccc2)c1=O	-1	-8	0.2	0.7	-5	-2	6	-1	-6	3
24	CN(C)CCNC(=O)c1cc(Br)ccc1Cl	-5	-1	0.0	-0.8	-1	0	10	-5	0	5
25	O=C1N/C(=N\S(=O)(=O)Cc2ccccc2)S/C1=C/c1cccc([N+](=O)[O-])c1	-19	4	-1.3	0.9	16	4	nt	3	13	1
26	Cc1cc(C(=O)COC(=O)c2ccc3c(c2)OCO3)c(C)n1CC1CCCO1 (stereo not drawn)	-14	-4	-0.9	1.5	-7	-1	20	-1	-1	-1
27	Cc1cc(C)n(-c2cc(-n3nc(C)cc3C)ncn2)n1	-10	1	-0.7	2.7	-29	1	10	0	-5	5
28	O=C1C=C(NNC(=O)c2cccnc2)CC(c2ccco2)C1 (stereo not drawn)	-12	-5	-2.2	20	-15	-4	4	11	-2	-1
29	CCCCn1c(SCC(=O)Nc2cc(C(F)(F)F)cc(C(F)(F)F)c2)nnc1C(CC)N(C)C (stereo not drawn)	2	-6	-0.7	1.5	10	nt	-25	5	-15	-7
30	CC(=O)Nc1ccc(NC(=O)c2cc(C3CC3)nc3c2cnn3C(C)C)cc1	-10	5	-2.4	1.9	6	-1	-75	1	-1	3
31	CCc1nn(CC(=O)NCCN2CCN(C)CC2)c(=O)c2cc3occc3n12	-1	1	-0.1	1.2	-5	1	8	3	-1	4
32	COc1cccc(C2N(c3ccccc3)CCN2c2ccccc2)c1OC	11	-14	-1.9	-2.3	13	7	8	0	-1	3
33	CCOC(=O)COc1cc(N)c(Cl)cc1Cl	-4	-2	-0.5	-0.7	1	-3	-1	-5	-2	4
34	CC(C)(C)OC(=O)C[C@H]1C/C=C\C[C@@H](CC(=O)N[C@@H](CO)Cc2ccccc2)C(=O)NC[C@H](c2ccccc2)OC1=O	-6	6	0.8	0.3	1	-5	7	-4	-1	4
35	Cc1cccc(C)c1OCc1cc(C(=O)N(C)Cc2cc(C3CC3)n[nH]2)no1	-1	-6	-2.3	2.5	34	-3	-33	?	-8	-2
36	COc1ccc(-c2cc(C3CCNCC3)[nH]n2)cc1	-5	-2	-1.2	1.1	-5	0	15	-6	-2	3
37	COC(=O)c1ccc(NC(=O)c2sc3nc(-c4ccccc4)cn3c2C)cc1	-2	-3	-0.2	2.8	-4	nt	-40	-1	0	5
38	COc1ccc(OC(=O)c2ccc3nsnc3c2)cc1	-10	-5	0.0	0.1	7	nt	3	1	-12	-2
39	CC1CCC(NC(=O)CCCCn2c(=O)[nH]c3ccsc3c2=O)CC1 (stereo not drawn)	3	-4	-3.8	-0.8	8	-3	4	-2	-1	-2
40	CCN(CC)Cc1cc(CC(C(N)=O)C(N)=O)ccc1OC	0	4	0.4	0.5	-6	-1	-4	5	-1	-2
41	C=CCn1c(SCC(=O)NCc2ccco2)nc2sc3c(c2c1=O)CCC3	-7	-3	-2.4	0.4	-14	0	21	-6	1	-5
42	CCOCC(=O)Nc1nc2ccc(C)cc2s1	-4	5	0.9	-0.9	-1	1	-3	-5	-4	2
43	COc1ccc(-n2c(C)cc(/C=C3\C(=N)N4N=C(CC(=O)N5CCOCC5)SC4=NC3=O)c2C)c(OC)c1	-1	0	-4.4	-1.4	31	-4	8	-10	3	-3
44	C/C(Cl)=C/Cn1c(NCCCn2ccnc2)nc2c1c(=O)[nH]c(=O)n2C	5	-1	-1.4	-1.8	-14	-3	31	-1	2	5
45	CCn1c(=O)cc(OCC(=O)N(C)C2CCCCC2)c2ccccc21	2	4	-0.2	1.2	-2	-1	-44	-4	0	-2
46	CCN(CC)C(=O)Cn1c(=O)n(Cc2ccccc2Cl)c2c1c(=O)n(C)c(=O)n2C	-9	6	-1.8	-0.7	-13	nt	26	0	-2	8
47	Cc1ccc(C(=O)CSc2nc(-c3ccccc3)cc(=O)[nH]2)cc1	-18	8	0.1	-2.1	nt	-9	2	-3	2	-1
48	CC(=O)NCC(=O)OCC(=O)c1ccc(Br)cc1	1	-4	-0.5	0.7	-5	-2	-24	-3	0	4
49	Cc1ccc(-n2ncc3c(=O)n(CC(=O)NCC4CCCO4)cnc32)cc1 (stereo not drawn)	-1	2	-1.0	1.0	-5	-1	nt	2	2	2
50	C=CCN(c1ccccc1)S(=O)(=O)c1cccc(C(=O)OCC(=O)NCCOC)c1	-3	-4	-0.4	-0.9	-19	-1	nt	-3	2	-6
51	CC(c1ccccc1)N(C)C(=O)CN1CCN(S(=O)(=O)c2ccc3c(c2)OCCCO3)CC1 (stereo not drawn)	-7	-4	0.1	-4.1	-1	-3	4	-1	-4	-1
52	COc1ccc(-c2noc(CNC(=O)CCN3C(=O)[C@H]4CC=CC[C@H]4C3=O)n2)cc1	-4	-4	-0.6	4.6	9	4	-17	-5	-2	-2
53	C/C(=N/NC(=O)c1ccc(O)cc1)c1cccc([N+](=O)[O-])c1	-1	-5	0.3	-2.3	4	-1	15	-1	3	-2
54	Cc1ccc2c(c1)C1(C)C(C(C)(C)N2C=O)C1(Cl)Cl (stereo not drawn)	1	-6	-0.7	2.1	48	4	1	4	-3	-4
55	C=CC[C@@H](Cc1ccc(F)cc1)C(=O)OC[C@H]1CCCN1C(=O)[C@H](CC=C)CC(=O)N[C@H](CO)Cc1ccccc1	4	1	-0.4	-3.5	17	-4	-33	-3	-3	-1
56	Cc1ccnc(NC(=O)CCC(=O)N(CC(=O)NC(C)(C)C)c2ccc(F)c(Cl)c2)c1	nt	nt	-1.3	-1.8	2	-4	0	2	nt	nt
57	CC(C)OC(=O)CSc1nc2cccnc2n1C1CCCCC1	-3	-14	nt	0.3	6	-3	-22	-5	-5	-2
58	C#CCOCCOCCOCCNc1nc(N2CCN(C(=O)[C@H](CCCCN)n3cc(CN)nn3)CC2)nc(N2CCN(C(=O)[C@H](CCC(=O)O)n3cc([C@@H](N)[C@H](C)CC)nn3)CC2)n1	-1	-3	-0.9	0.5	-2	-4	12	-3	-4	-2
59	CCOC(=O)c1cnc2ccc(Cl)cc2c1Nc1ccc(S(=O)(=O)Nc2ncccn2)cc1	-23	-10	0.0	1.1	-2	-1	16	-4	-1	6
60	O=C(CCN1C(=O)C2CCCCC2C1=O)NNC(=O)c1cccc(Cl)c1 (stereo not drawn)	1	9	0.4	0.8	-6	-4	4	-4	-4	-5
61	CCc1ccc(CNC(=O)c2ccc(OC)c(OC3CCN(C(C)C)CC3)c2)nc1	-11	-4	0.8	0.0	-5	-1	-62	3	1	-4
62	Cc1ccc(NC(=S)N(CCCN2CCOCC2)Cc2cccs2)c(C)c1	-7	4	-0.7	-0.4	10	nt	9	-1	-4	1
63	CCc1ccc(NC(=O)/C(C#N)=C/c2cc3ccc(C)cc3nc2N2CCOCC2)cc1	10	2	1.4	8.6	4	0	2	-5	-3	1
